OPRM1-OPRD1 ag: agonists of OPRM1-OPRD1 heterodimerization, primary screen, cell-based, luminescence; Mu-type opioid receptor (Homo sapiens) + Delta-type opioid receptor (Homo sapiens), …; cells; activation, % at 9.3 µM; 0.3% of 340,000 active; AID 504326, 2011; in the data active = activation above about 18%;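 note: 0% = vehicle-treated cells and 100% = reference agonist; values of inactives mirror those of a sister screen read the other way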
HTR5A inv ag: HTR5A inverse agonists in luminescence cell assay, primary screen, counter-screen for OPRM1-OPRD1 heterodimer inverse agonist project, full-deck HTS; 5-hydroxytryptamine receptor 5A (Homo sapiens), P47898; HTR5A cell line, inverse agonism; inhibition, % at 9.3 µM; 0.083% of 340,000 active; AID 504634, 2011; in the data active = inhibition mostly above about 23%, no sharp cut-off; inactive = mostly below about 18%;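 note: 0% = cells with DMSO and 100% = no-cell wells with DMSO; some compounds called inactive have numbers as strong as hits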
Target sequence (P47898 whole entry, looked up): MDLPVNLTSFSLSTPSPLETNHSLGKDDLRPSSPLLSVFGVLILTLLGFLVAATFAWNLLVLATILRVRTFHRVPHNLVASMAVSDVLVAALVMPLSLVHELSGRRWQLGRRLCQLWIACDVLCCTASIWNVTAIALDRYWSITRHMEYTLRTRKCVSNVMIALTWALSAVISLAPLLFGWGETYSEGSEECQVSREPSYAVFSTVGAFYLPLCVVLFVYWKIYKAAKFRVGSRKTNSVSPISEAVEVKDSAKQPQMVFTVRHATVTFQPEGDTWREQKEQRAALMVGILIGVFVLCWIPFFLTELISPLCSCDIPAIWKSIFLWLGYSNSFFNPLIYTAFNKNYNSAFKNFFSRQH
Mot1-301 SUMO: yeast Mot1-301 growth rescue at high temperature, primary screen, SUMOylation pathway inhibitor project, S. cerevisiae, ATP luminescence, 38.5C. S. cerevisiae Mot1-301 growth rescue; percent above DMSO median, 100 means doubled. 1% of 320,000 active. growth rescue, % at 18.8 µM;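 active = every valid replicate shows activation above 250% relative to neutral control wells; inactive = the rest, any valid replicate at or below 250%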;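 note: OY570 slx delta 5 strain wells were the positive control but not used for scaling; some compounds called inactive have numbers as strong as hits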
PKA-R1A act: activators of PKA-R1A holoenzyme, primary screen, biochemical, fluorescence polarization, Cy5-IP20, bovine R1A, mouse PKAc. PKA-R1A dissociation; scaled: DMSO 0%, 113 µM cGMP 100%. activation, % at 11.4 µM. 0.083% of 340,000 active;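 active = percent activation above the mean of all tested compounds plus 3 SD, cut at about 19% in these data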;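 note: higher means more PKAc released from R1A so a rise in polarization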
AddAB inh: growth inhibition of E. coli expressing H. pylori AddAB, primary screen, AddAB inhibitor project, absorbance. inhibition, % at 11.9 µM. AID 435030, 2010. 0.29% of 330,000 active; in the data active = inhibition above about 12%;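 note: 0% = vehicle wells of infected cells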
PfHsp90 yeast 2: growth inhibition of PfHsp90-expressing yeast, primary screen, antimalarial PfHsp90 inhibitor project, S. cerevisiae, BacTiter-Glo luminescence, single point, set 2. BacTiter-Glo ATP, 48 h; yeast lacking PDR1 and PDR3 efflux regulators. 0.32% of 310,000 active. inhibition, % at 9.4 µM;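 active = every replicate shows inhibition above about 80%, whatever the replicate mean, limit read from the data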;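 note: 0% = DMSO neutral controls and 100% = 20 µM radicicol positive controls; yeast relying on Plasmodium falciparum Hsp90 in place of its own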
E coli growth: E. coli V3065 growth inhibition, primary screen, counter-screen for AddAB inhibitor project, absorbance, OD600; 18 h; inhibition, % at 11.9 µM; 0.27% of 330,000 active; AID 449728, 2010;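 active = inhibition above the campaign's mean inhibition across all tested compounds plus 3 SD, cut at about 9.9% in these data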;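 note: uninfected addAB+ strain grown without phage in ampicillin broth; 0% = DMSO wells and 100% = ciprofloxacin 0.95 µg/ml wells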
PKA-R2B activ: activators of PKA-R2B holoenzyme, primary screen, biochemical, fluorescence polarization, Cy5-IP20, human; cAMP-dependent protein kinase catalytic subunit beta (Homo sapiens) + cAMP-dependent …; PKA-R2B holoenzyme dissociation; R2B truncated from residue 108, S112A mutant; 0% DMSO only, 100% 113 µM cGMP; activation, % at 11.4 µM; 0.079% of 340,000 active; AID 504700, 2011;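 active = activation above a cutoff set at the mean over all compounds plus 3 SD, cut at about 18% in these data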;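 note: higher means more holoenzyme dissociation and a rise in polarization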
Target sequence (P31323 whole entry, looked up, other chains not shown, the tested form may be a part): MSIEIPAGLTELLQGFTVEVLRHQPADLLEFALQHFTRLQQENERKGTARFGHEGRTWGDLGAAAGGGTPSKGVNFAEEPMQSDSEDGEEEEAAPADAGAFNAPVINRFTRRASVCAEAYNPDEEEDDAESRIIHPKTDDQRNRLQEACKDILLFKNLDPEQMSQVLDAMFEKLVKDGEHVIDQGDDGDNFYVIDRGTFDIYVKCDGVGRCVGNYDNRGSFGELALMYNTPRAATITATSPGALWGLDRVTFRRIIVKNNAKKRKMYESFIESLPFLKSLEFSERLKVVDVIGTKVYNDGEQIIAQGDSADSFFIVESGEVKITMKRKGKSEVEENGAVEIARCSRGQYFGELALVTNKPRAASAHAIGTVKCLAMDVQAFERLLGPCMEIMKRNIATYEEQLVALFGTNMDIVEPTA
OPRM1-OPRD1 inv: inverse agonists of MOR-DOR heterodimerization, primary screen, cell-based, luminescence; Mu-type opioid receptor (Homo sapiens) + Delta-type opioid receptor (Homo sapiens), …; cell-based MOR-DOR heterodimer luminescence, inverse agonism; inhibition, % at 9.3 µM; 0.21% of 340,000 active; in the data active = inhibition above about 22%, passing the limit was not always enough;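 note: 0% = cells with DMSO and 100% = wells without cells with DMSO; values of inactives mirror those of a sister screen read the other way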
Tat transport: E. coli Tat export inhibitors, primary screen, MC4100, TorA-mCherry reporter, fluorescence, single point. inhibition, % at 10 µM. 0.036% of 340,000 active;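 active = mean replicate inhibition at least 50% and at least half of replicates individually reaching 50%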;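 note: exported cargo escapes ClpAP degradation while cytoplasmic cargo is degraded and loses fluorescence; 0% = median of neutral control wells and 100% = median of NaSCN control wells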
phage Ecoli inh: growth loss of phage-infected E. coli, primary screen, RecBCD inhibitor project, absorbance, with phage, HTS; 0.26% of 360,000 active; inhibition, % at 11.9 µM; in the data active = inhibition above about 11%
* marks the source's active call; other numbers are inactive results. Not all compounds are listed; rates above refer to the full screens.

Screening COC(=O)C1=C(c2ccc(OC(F)(F)F)cc2)C[C@@H]2CC[C@H]1N2C(=O)N1CCCC1 returned OPRM1-OPRD1 ag 0.4, HTR5A inv ag -1, Mot1-301 SUMO -18, PKA-R1A act 1, AddAB inh 2.6, PfHsp90 yeast 2 -12, E coli growth 0.2, PKA-R2B activ -10, OPRM1-OPRD1 inv -2, Tat transport -2 and phage Ecoli inh 2.5.
For COC(=O)C1=C(c2ccccc2)C[C@@H]2CC[C@H]1N2C(=O)N1CCC(C)CC1 the results were OPRM1-OPRD1 ag 2.2, HTR5A inv ag -53, Mot1-301 SUMO -14, PKA-R1A act 0, AddAB inh 4.6, PfHsp90 yeast 2 -18, E coli growth -0.4, PKA-R2B activ -6, OPRM1-OPRD1 inv -12, Tat transport -4 and phage Ecoli inh 0.9.
`CN(CCc1ccccc1)Cc1ccccc1[N+](=O)[O-]` gave OPRM1-OPRD1 ag -1.8, HTR5A inv ag -22, Mot1-301 SUMO 269, PKA-R1A act -9, AddAB inh 3.4, PfHsp90 yeast 2 -6, E coli growth 1.3, PKA-R2B activ -3, OPRM1-OPRD1 inv 10, Tat transport 5 and phage Ecoli inh 1.9.
For COc1ccccc1OCCCn1cc(C(=O)c2ccco2)c2ccccc21 the results were OPRM1-OPRD1 ag 0.9, HTR5A inv ag 2, Mot1-301 SUMO -4, PKA-R1A act -12, AddAB inh 0.7, PfHsp90 yeast 2 -21, E coli growth 0.7, PKA-R2B activ -12, OPRM1-OPRD1 inv -5, Tat transport 4 and phage Ecoli inh 1.7.
For Cc1ccccc1-n1c(O)c(/C=C2/C(c3ccccc3)=Nc3ccccc32)c(=O)[nH]c1=O the results were OPRM1-OPRD1 ag 0.0, HTR5A inv ag 8, Mot1-301 SUMO 4, PKA-R1A act -12, AddAB inh 4.5, PfHsp90 yeast 2 13, E coli growth 0.2, PKA-R2B activ -6, OPRM1-OPRD1 inv 0, Tat transport -1 and phage Ecoli inh 2.8.
COC(=O)C(O)(c1c[nH]c2ccccc12)C(F)(F)F (stereo unspecified) was read as OPRM1-OPRD1 ag 1.2, HTR5A inv ag 9, Mot1-301 SUMO -17, PKA-R1A act 6, AddAB inh 2.1, E coli growth -0.9, PKA-R2B activ -3, OPRM1-OPRD1 inv -6, Tat transport -6 and phage Ecoli inh 2.5.
COc1ccc(CCC(=O)N2C[C@H]3C[C@@H](C2)c2cccc(=O)n2C3)cc1 was read as OPRM1-OPRD1 ag -2.0, HTR5A inv ag 1, Mot1-301 SUMO 1, PKA-R1A act 6, AddAB inh 3.5, PfHsp90 yeast 2 -9, E coli growth -1.0, PKA-R2B activ 3, OPRM1-OPRD1 inv 10, Tat transport -5 and phage Ecoli inh 1.9.
Screening COC(=O)C1=C(c2ccc(OC)c(OC)c2)C[C@@H]2CC[C@H]1N2C(=O)NCCO returned OPRM1-OPRD1 ag -2.8, HTR5A inv ag 3, Mot1-301 SUMO -11, PKA-R1A act 0, AddAB inh -0.1, PfHsp90 yeast 2 -8, E coli growth 2.8, PKA-R2B activ -1, OPRM1-OPRD1 inv 16, Tat transport -1 and phage Ecoli inh 1.2.
For O=c1[nH]c(CN2CC=C(c3ccccc3)CC2)nc2scc(-c3cccs3)c12 the results were OPRM1-OPRD1 ag 0.1, HTR5A inv ag -24, Mot1-301 SUMO 12, PKA-R1A act 4, AddAB inh -5.3, PfHsp90 yeast 2 4, E coli growth -2.4, PKA-R2B activ -3, OPRM1-OPRD1 inv -1, Tat transport -1 and phage Ecoli inh 1.5.
For COC1=C[C@@H]2[C@@H]3Cc4ccc(OC)c(O)c4[C@]2(CCN3C)CC1=O the results were OPRM1-OPRD1 ag -0.3, HTR5A inv ag -4, PKA-R1A act -6, PfHsp90 yeast 2 -5, PKA-R2B activ -5, OPRM1-OPRD1 inv 2, Tat transport -1 and phage Ecoli inh 1.0.
COc1ccc(-n2c(Cc3cccc([N+](=O)[O-])c3)nc3ccccc3c2=O)cc1 was read as OPRM1-OPRD1 ag -2.7, HTR5A inv ag -5, Mot1-301 SUMO -10, PKA-R1A act 3, AddAB inh 5.7, PfHsp90 yeast 2 0, E coli growth -1.7, PKA-R2B activ -8, OPRM1-OPRD1 inv 14, Tat transport 10 and phage Ecoli inh 1.2.
`CCCCCn1c(=O)c(C(=O)Nc2ccccn2)c(O)c2ccccc21` gave OPRM1-OPRD1 ag -2.0, HTR5A inv ag 10, Mot1-301 SUMO 274, PKA-R1A act 15, AddAB inh -1.3, PfHsp90 yeast 2 -21, E coli growth 1.8, PKA-R2B activ -1, OPRM1-OPRD1 inv 10, Tat transport -4 and phage Ecoli inh 0.9.
For O=c1[nH]c(=O)n(-c2cccc3ccccc23)c(O)c1C=NCc1ccc2c(c1)OCO2 the results were OPRM1-OPRD1 ag -2.4, HTR5A inv ag 12, Mot1-301 SUMO -3, PKA-R1A act -2, AddAB inh 1.7, E coli growth -0.1, PKA-R2B activ -9, OPRM1-OPRD1 inv 13, Tat transport 3 and phage Ecoli inh 2.4.
`Cc1ccc(C)c(CN2CCC(n3nnc4cc(F)ccc43)CC2)c1` gave Mot1-301 SUMO -4, PKA-R1A act 2, AddAB inh 3.2, PfHsp90 yeast 2 9, E coli growth -2.0, PKA-R2B activ 2, Tat transport -10 and phage Ecoli inh 1.5.
For COc1ccc(-n2c(O)c(C(C)=NCC3CCCO3)c(=O)[nH]c2=O)cc1 (stereo unspecified) the results were OPRM1-OPRD1 ag -3.6, HTR5A inv ag 5, Mot1-301 SUMO 5, PKA-R1A act 0, AddAB inh 0.9, PfHsp90 yeast 2 -1, E coli growth -3.2, PKA-R2B activ 8, OPRM1-OPRD1 inv 19, Tat transport -5 and phage Ecoli inh 0.2.
For O=c1c2ccccc2nc(-c2ccccc2)n1-n1cccc1 the results were OPRM1-OPRD1 ag -1.0, HTR5A inv ag 11, Mot1-301 SUMO 1, PKA-R1A act 1, AddAB inh 2.7, PfHsp90 yeast 2 -5, E coli growth 2.7, PKA-R2B activ -2, OPRM1-OPRD1 inv 6, Tat transport -3 and phage Ecoli inh 3.6.
`O=P(Oc1ccccc1)(N1CCOCC1)N1CCOCC1` gave OPRM1-OPRD1 ag -2.1, HTR5A inv ag 3, PKA-R1A act -7, PfHsp90 yeast 2 -3, PKA-R2B activ -18, OPRM1-OPRD1 inv 10, Tat transport -4 and phage Ecoli inh 3.0.
Screening O=C(CN1CC=C(c2ccccc2)CC1)NC(=O)NC1CCCCC1 returned OPRM1-OPRD1 ag 2.9, HTR5A inv ag -22, Mot1-301 SUMO -2, PKA-R1A act -13, AddAB inh 0.6, E coli growth -0.7, PKA-R2B activ -4, OPRM1-OPRD1 inv -15, Tat transport 14 and phage Ecoli inh 1.2.
Screening Fc1cccc(C2NCc3ccccc3-n3cccc32)c1 (stereo unspecified) returned OPRM1-OPRD1 ag 2.5, HTR5A inv ag 0, Mot1-301 SUMO -14, PKA-R1A act 11, AddAB inh 0.8, PfHsp90 yeast 2 -4, E coli growth -0.8, PKA-R2B activ -6, OPRM1-OPRD1 inv -12, Tat transport 2 and phage Ecoli inh 0.7.
Screening c1ccc(P(c2ccccc2)c2ccccn2)cc1 returned OPRM1-OPRD1 ag -2.6, HTR5A inv ag 5, Mot1-301 SUMO -13, PKA-R1A act -3, AddAB inh 2.0, PfHsp90 yeast 2 3, E coli growth -2.0, PKA-R2B activ -4, OPRM1-OPRD1 inv 14, Tat transport -4 and phage Ecoli inh 2.3.
CC(=O)OC1C=CC2[C@H]3Cc4ccc(O)c5c4[C@@]2(CCN3C)C1O5 (stereo partly specified) was read as OPRM1-OPRD1 ag 282*, HTR5A inv ag -13, PKA-R1A act 3, AddAB inh -0.8, E coli growth -0.4, PKA-R2B activ -2, OPRM1-OPRD1 inv inactive, Tat transport 3 and phage Ecoli inh 2.2.
`Clc1ccc(C2NCCc3[nH]cnc32)cc1` (stereo unspecified) gave OPRM1-OPRD1 ag -1.1, HTR5A inv ag -3, Mot1-301 SUMO -10, PKA-R1A act -7, AddAB inh -1.7, PfHsp90 yeast 2 -19, E coli growth -2.6, PKA-R2B activ -3, OPRM1-OPRD1 inv 7, Tat transport 7 and phage Ecoli inh 3.4.
Nc1ccccc1C(=O)OCC(=O)c1ccc2c(c1)OCCO2 was read as OPRM1-OPRD1 ag -3.3, HTR5A inv ag 12, Mot1-301 SUMO -17, PKA-R1A act -1, AddAB inh 4.3, PfHsp90 yeast 2 -31, E coli growth 1.8, PKA-R2B activ -5, OPRM1-OPRD1 inv 17, Tat transport 18 and phage Ecoli inh 4.7.
Cn1c(=O)cc(SCC(=O)N2CCC3(CC2)OCCO3)c2ccc(Cl)cc21 was read as OPRM1-OPRD1 ag -2.2, HTR5A inv ag -4, Mot1-301 SUMO 4, PKA-R1A act 6, AddAB inh 0.2, PfHsp90 yeast 2 20, E coli growth -0.8, PKA-R2B activ 7, OPRM1-OPRD1 inv 12, Tat transport -1 and phage Ecoli inh 0.2.
For CC(=O)c1c(O)n(C2CCCCCC2)c(=O)[nH]c1=O the results were OPRM1-OPRD1 ag -1.4, HTR5A inv ag -25, Mot1-301 SUMO 163, PKA-R1A act -4, AddAB inh -0.4, PfHsp90 yeast 2 13, E coli growth -0.4, PKA-R2B activ -2, OPRM1-OPRD1 inv 8, Tat transport -2 and phage Ecoli inh 1.6.
`CC(=O)N(C1=NCCCS1)c1ccccc1F` gave OPRM1-OPRD1 ag -0.3, HTR5A inv ag 17, Mot1-301 SUMO -3, PKA-R1A act 7, AddAB inh 0.9, PfHsp90 yeast 2 6, E coli growth 3.0, PKA-R2B activ 8, OPRM1-OPRD1 inv 2, Tat transport -2 and phage Ecoli inh 1.9.
`COCCNC(=O)c1c(NC(=O)c2ccco2)n(Cc2ccccc2)c2nc3ccccc3nc12` gave OPRM1-OPRD1 ag -3.1, HTR5A inv ag 9, Mot1-301 SUMO 5, PKA-R1A act -8, AddAB inh 5.6, PfHsp90 yeast 2 -12, E coli growth -0.6, PKA-R2B activ 8, OPRM1-OPRD1 inv 18, Tat transport -5 and phage Ecoli inh 2.2.

High-throughput results deposited in PubChem BioAssay by several laboratories.
